# Screening results: PubChem BioAssay, several laboratories
# EBNA-1 inhibitor: blocks EBNA-1 binding to DNA. inhibition, % at 14.8 µM. actives 0.34% (n = 300,000). EBNA-1 DNA binding, fluorescence polarization; in the data active = inhibition above about 28%
# HCV core dimer: HCV core protein dimerization inhibition | TR-FRET GST/Flag-core106 dimerization, 1536-well | inhibition, % at 5 µM | actives 0.33% (n = 300,000) | AID 1899;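 active = inhibition above the mean of all tested compounds plus 3 SD, set per screening campaign, cut at about 45% in these data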
#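 Material: GST/Flag-tagged HCV core106 proteins. Incubation: 4 h, 22.5 °C incubation. Read-out basis: inhibition (%) from 671 over 617 nm ratio. Measured by: TR-FRET, excitation 340 nm, emission 617 and 671 nm.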
# PP5 primary: inhibitors of human protein phosphatase 5 (PP5) | P53041 | purified PP5c, OMFP substrate fluorescence | inhibition, % at 6.7 µM | actives 0.18% (n = 320,000) | AID 1987;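 active = inhibition above the campaign's mean inhibition across all tested compounds plus 3 SD, cut at about 9.5% in these data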;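 also: 0% = DMSO only and 100% = 100 µM cantharidin control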
# TPT1 inhibitor: blocks Candida albicans tRNA 2'-phosphotransferase; recombinant caTPT1, FP RNA substrate dephosphorylation; inhibition, % at 5 µM; actives 0.81% (n = 300,000);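 active = inhibition above the mean of all tested compounds plus 3 SD, set per screening campaign, cut at about 24% in these data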;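 also: plate controls were DMSO alone for no effect and ferristatin control at 100 nM for full effect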
# Efflux pump inh: antifungal efflux pump inhibition, Nile Red retention | S. cerevisiae Candida pump triplex | inhibition, % at 10 µM | actives 0.44% (n = 330,000) | AID 485275;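 active = plate passing quality check with inhibition over a set limit, or well fluorescence over plate mean plus 4 SD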;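 also: Nile Red retained in pooled yeast measured as flow cytometry median fluorescence; 0% = buffer negative control and 100% = Enniatin B positive control; higher means more Nile Red kept so more efflux inhibition; some compounds called inactive have numbers as strong as hits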
# PREPL inhibitor: inhibits the human prolyl oligopeptidase-like enzyme | Q4J6C6 | recombinant PREPL, fluorescence polarization activity-based probe | inhibition, % at 5.96 µM | actives 0.68% (n = 320,000) | AID 2751; in the data active = inhibition above about 43%;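 also: 0% = enzyme with DMSO and 100% = wells lacking enzyme; many of its hits are not listed in these tables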
# Fh CTSL1 inh: cathepsin L1 inhibition, PFM18AAP counter-screen; inhibition, % at 5.96 µM; actives 0.49% (n = 300,000); recombinant F. hepatica cathepsin L1, Z-Leu-Arg-MCA fluorescence;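 active = inhibition above the mean of all tested compounds plus 3 SD, set per screening campaign, cut at about 17% in these data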;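 also: 0% = plate median of test compound wells and 100% = 1 µM Z-Phe-Ala-diazomethylketone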
# ZTA counter: counter-screen for EBNA-1 inhibitors: inhibitors of Epstein-Barr virus ZTA | actives 0.15% (n = 320,000) | P03206 | inhibition, % at 11 µM | ZTA-DNA binding, fluorescence polarization; in the data active = inhibition above about 33%
# Target sequence (P03206 whole entry, looked up): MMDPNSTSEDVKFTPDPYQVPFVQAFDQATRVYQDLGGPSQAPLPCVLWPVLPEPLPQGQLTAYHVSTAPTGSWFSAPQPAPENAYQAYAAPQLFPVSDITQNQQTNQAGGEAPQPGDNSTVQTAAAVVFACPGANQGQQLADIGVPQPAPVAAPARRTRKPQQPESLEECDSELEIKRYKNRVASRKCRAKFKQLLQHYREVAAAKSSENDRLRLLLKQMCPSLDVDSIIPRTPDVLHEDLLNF
# PP1 counter: PP1-alpha (human) inhibition in PP5 counter-screen; inhibition, % at 6.7 µM; P62136; purified PP1alpha, OMFP fluorescence; actives 0.9% (n = 320,000);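 active = inhibition above the mean inhibition of all tested compounds plus 3 SD, computed separately for each screening campaign, cut at about 15% in these data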
# Target sequence (P62136 whole entry, looked up): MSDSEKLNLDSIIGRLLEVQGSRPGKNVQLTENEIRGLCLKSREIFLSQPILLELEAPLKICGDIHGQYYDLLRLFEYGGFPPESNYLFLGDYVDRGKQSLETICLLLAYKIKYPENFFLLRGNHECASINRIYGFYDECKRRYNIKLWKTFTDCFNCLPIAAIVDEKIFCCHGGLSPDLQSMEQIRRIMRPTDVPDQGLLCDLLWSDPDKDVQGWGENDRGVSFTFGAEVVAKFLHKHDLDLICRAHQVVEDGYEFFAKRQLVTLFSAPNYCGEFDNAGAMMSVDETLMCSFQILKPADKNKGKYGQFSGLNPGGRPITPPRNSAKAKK
# * marks the source's active call; other numbers are inactive results; x = no result given.
mol	ZTA counter	PP1 counter	EBNA-1 inhibitor	PP5 primary	HCV core dimer	Efflux pump inh	PREPL inhibitor	TPT1 inhibitor	Fh CTSL1 inh
Cc1ccc(C)c(S(=O)(=O)N2CCCCC2CCNC(=O)C(=O)NCc2ccncc2)c1 (stereo not drawn)	-10	1	1	-2.8	2	0.1	-5	-1	0
c1ccc(-c2nnc(CSc3nncs3)o2)cc1	6	2	-16	3.3	1	-0.1	7	-5	-5
Nc1nnc(SCC(=O)OCC(=O)Nc2ccccc2F)s1	-18	-6	-4	-0.6	-3	0.1	2	1	-35
CC(C)CCNC(=O)C(c1cccnc1)N(CCc1ccccc1)C(=O)Cn1nnc2ccccc21 (stereo not drawn)	-7	-4	-4	-0.3	-2	0.0	-2	-4	-4
COc1ccc(C)cc1N(C(=O)c1ccc(F)cc1)c1nc2ccccc2s1	10	-1	1	-1.8	12	-0.2	-3	-1	-3
Cc1ccn2c(NC(=O)c3ccccc3)c(-c3ccccc3)nc2c1	-8	-2	16	-1.4	1	0.0	0	3	5
COc1ccc(/C=N/NC(=O)CN2CCS(=O)(=O)CC2)cc1	-3	-4	-2	2.8	-3	0.0	-4	-5	-2
CCCS(=O)(=O)N1CCN(Cc2ccccc2[N+](=O)[O-])CC1	20	-1	13	-0.3	5	-0.2	2	-2	2
CS(=O)(=O)N(CC(=O)NCCSCc1ccccc1Cl)c1ccccc1F	4	-2	-7	3.0	-4	0.1	4	-1	-1
CCOC(=O)CCC(=O)Nc1ccc(S(=O)(=O)N2CCc3ccccc32)cc1	-21	-1	-3	3.6	-3	-0.1	-8	0	-6
O=C(Nc1ccc(F)cc1F)c1ccc2ncsc2c1	-6	2	-13	-0.1	-2	-0.1	3	-3	-7
COc1ccccc1CN1CC(C(=O)N2CCOCC2)CCC1=O (stereo not drawn)	3	-3	1	4.6	0	3.1	-2	0	-1
CC(C)(C)NC(=O)Cn1c(SCC(N)=O)nc2ccccc21	-3	-3	-1	2.6	-3	0.0	3	-1	-2
CCO[C@@H]1OC(C(=O)O)=C[C@H](c2cn(C(C)=O)c3ccccc23)[C@H]1CCCO	7	-3	8	0.2	3	x	4	0	-2
Cc1cc(C)nc(N/N=C/c2sccc2C)n1	1	0	6	2.6	-5	0.0	-3	0	1
CC1CN(S(=O)(=O)c2ccc(C(=O)OCc3ccc(C#N)cc3)cc2)CC(C)O1 (stereo not drawn)	-4	6	x	3.2	x	-0.1	2	x	x
CCOC(=O)COc1cccc2c(=O)n(CC(=O)N3CCN(C(=O)OCC)CC3)ccc12	11	0	-6	-0.6	-10	0.0	11	1	-2
CC1Cc2cc(/C(O)=C3/C(=O)C(=O)N(CCCn4ccnc4)C3c3ccco3)ccc2O1 (stereo not drawn)	2	-4	-11	2.5	5	0.0	21	-3	-5
COc1ccc2[nH]c3c(c2c1)CCNC3(C)CCc1ccc(Cl)nc1 (stereo not drawn)	-11	0	-3	-0.2	-6	-0.2	14	-5	-8
CSc1ccc(/C=N/NC(=O)c2cc(O)cc(O)c2)cc1	-5	1	8	1.3	-9	-0.1	12	-1	9

# Four of the entries above in order of their number in TPT1 inhibitor, descending:
Molecule	EBNA-1 inhibitor	PP5 primary	HCV core dimer	Efflux pump inh	PREPL inhibitor	TPT1 inhibitor
COc1ccccc1CN1CC(C(=O)N2CCOCC2)CCC1=O (stereo not drawn)	1	4.6	0	3.1	-2	0
COc1ccc(C)cc1N(C(=O)c1ccc(F)cc1)c1nc2ccccc2s1	1	-1.8	12	-0.2	-3	-1
CCCS(=O)(=O)N1CCN(Cc2ccccc2[N+](=O)[O-])CC1	13	-0.3	5	-0.2	2	-2
COc1ccc(/C=N/NC(=O)CN2CCS(=O)(=O)CC2)cc1	-2	2.8	-3	0.0	-4	-5

# The listing continues.
mol	ZTA counter	PP1 counter	EBNA-1 inhibitor	PP5 primary	HCV core dimer	Efflux pump inh	PREPL inhibitor	TPT1 inhibitor	Fh CTSL1 inh
C=CCNC(=O)COc1ccc(Br)cc1Cl	-3	-1	-6	1.5	-8	-0.1	-3	-1	-1
CC(NC(=S)Nc1ccc(S(=O)(=O)N2CCOCC2)cc1)C1CC2CCC1C2 (stereo not drawn)	-27	3	-4	3.8	-4	-0.1	8	-4	0
C/C(CC(=O)Nc1ccc2c(c1)OCCO2)=N\NC(=O)c1ccccn1	2	-4	3	1.7	7	0.1	8	0	0
CCc1nnc(NC(=O)C2CCN(c3nc(C)cc(C)n3)CC2)s1	-16	0	-5	1.4	0	0.0	7	-6	-1
COC(=O)C1CCCCN1C(=O)c1ccc2oc(C(C)C)nc2c1 (stereo not drawn)	0	2	-14	-2.3	-12	0.0	-3	2	-14
N#CCCC(CCC#N)C1=NCCc2ccccc21	12	-2	11	0.5	-1	0.1	0	0	-1
Cc1ccc(Cn2c(N)c(S(=O)(=O)c3cccs3)c3nc4ccccc4nc32)cc1	8	-2	27	2.3	27	-0.1	1	0	1
COc1ccc(Br)cc1CN(C)C(=O)c1cc(Cl)c2c(c1)OCCO2	-16	0	-4	3.7	-1	0.0	-1	0	-3
O=C(COC(=O)c1ccncc1)Nc1cccc(Cl)c1	-7	-1	-2	1.3	46*	0.0	6	16	-4
COc1nc(OC)nc(N2CCC(C(=O)NC3CCCCCC3)CC2)n1	2	-1	12	-0.5	2	0.0	8	-4	-1
CCOC(=O)/C=C/C(=O)Nc1ccc(S(=O)(=O)N2CCc3ccccc32)cc1	16	5	8	-1.4	8	0.0	-6	4	11
COCCN=C1OC(=O)N2C(=O)C3=C4[C@@H](C[C@H]5C(=O)N(c6ccccc6)C(=O)[C@H]5[C@H]4[C@@]12Cc1ccccc1)[C@H]1C(=O)N(c2ccccc2)C(=O)[C@H]1[C@H]3C	-12	3	-16	3.4	-6	-0.1	-8	-5	18*
CCOc1ccc(C(=O)SC2=NCCS2)cc1	11	3	7	-0.6	-2	0.0	4	-1	-2
CCC(Sc1ncccc1C(=O)Oc1cccc([N+](=O)[O-])c1)C(=O)Nc1ccccc1OC (stereo not drawn)	6	3	9	1.5	18	0.2	5	-2	-1
c1ccc(-c2nnc3n2NC(c2ccc4c(c2)OCO4)S3)cc1 (stereo not drawn)	-7	0	10	0.7	1	0.0	-1	-2	2
CCCCc1ccc(-c2nc(N)n[nH]2)cc1	3	-2	1	2.5	-4	0.0	10	-2	-2
O=c1[nH]c2ccccc2n1Cc1ccc(F)cc1	5	-3	9	-0.7	1	0.0	2	-1	0
CC1(c2nnc(Cc3ccccc3)o2)CC(c2ccc(OC(F)(F)F)cc2)=NO1 (stereo not drawn)	5	1	-2	3.2	-20	-0.1	-84	-3	3
NC(=O)C1CCN(C(=O)CCC(=O)c2ccc(F)cc2)CC1	14	-2	-4	2.4	10	-0.1	5	-1	2
Cc1nc(-c2cc(C#N)c(=O)[nH]c2C)cs1	-6	0	0	-0.9	-1	0.0	1	-1	-2
CCOC(=O)c1c(NC2=NS(=O)(=O)c3ccccc32)sc2c1CCCCC2	-2	0	14	0.5	8	-0.1	4	-1	0
CC(NC(=S)Nc1ccccc1Cl)C(c1ccccc1)N1CCOCC1 (stereo not drawn)	-5	-6	4	5.7	-10	-0.2	17	17	2
CC1(C)CC(=O)c2sc(NC(=O)C(C)(C)C)nc2C1	18	-4	1	-3.0	2	0.1	7	-2	2
COc1ccc(C(C(=O)NCc2ccccc2)N(Cc2cccs2)C(=O)c2cnccn2)cc1 (stereo not drawn)	12	1	4	-0.5	0	-0.1	-4	-4	-1
Cc1csc(N2CCCC2c2nc3cc(Cl)c(N4CCCCC4)cc3n2CCOCCO)n1 (stereo not drawn)	-2	4	-4	3.1	7	-0.1	4	0	-1
COc1ccccc1OCCC(=O)OCC(=O)NC(=O)NC(C)(C)C	4	1	16	0.9	-3	-0.1	1	-4	-47
Cc1cc(C(=O)CSc2nnc(-c3cccnc3)n2-c2ccccc2F)c(C)n1C	-4	1	-2	1.7	10	0.1	-1	6	4
CC(C)[C@H](NC(=O)c1c(F)cccc1F)C(=O)Nc1cccc(Br)c1	-8	2	-4	0.3	2	0.0	-5	-1	-6
COc1cc2c(cc1/C=C1/NC(=O)N(c3ccccc3)C1=O)OCO2	-14	-5	-4	-4.3	-19	-0.1	9	-2	4
Cc1cccc(OCCCn2c(=O)sc3ccccc32)c1	-14	2	-3	2.3	1	-0.1	-6	-3	4
Cc1noc(C)c1CSc1cc(C)c2ccccc2n1	-2	-2	6	2.4	14	0.0	4	-4	1
CCc1ccc(/C=C2\SC(=S)N(CCCC(=O)Nc3ccccc3C(=O)O)C2=O)cc1	7	1	6	0.5	12	0.0	7	-1	5
O=C(CSC1=NCCS1)Nc1nc(-c2ccccc2)cs1	0	5	0	1.2	8	-0.1	-5	1	-1
COc1ccc(OCC2CCNCC2)cc1	-3	-1	-4	1.1	3	0.1	-2	1	-1
CCN(CC)C1=C(Cl)C(=O)C(Cl)C12OCCO2 (stereo not drawn)	-9	1	-11	1.8	-8	-0.2	-1	-4	-4
C/C=C(/C)C(=O)OC1Cc2c(ccc3ccc(=O)oc23)OC1(C)C (stereo not drawn)	-4	0	4	3.1	2	0.0	-9	2	-2
O=C1N/C(=N/N=C/c2ccc(F)cc2)SC1c1ccccc1 (stereo not drawn)	9	7	9	2.4	6	0.0	-4	2	4
Cc1cccc(NC(=S)N/N=C/C(C)c2ccccc2)c1C (stereo not drawn)	-4	1	5	-0.1	5	-0.1	-36	3	-5
O=C(OCC(=O)N1CCOCC1)c1ccc(Cl)cc1[N+](=O)[O-]	-3	3	-18	2.1	-6	-0.1	-15	1	0
Cc1ccnc(NC(c2ccccn2)c2c(C)[nH]c3ccccc23)c1 (stereo not drawn)	8	-3	0	-2.6	-3	0.0	-9	1	-1
CCCc1cc(=O)oc2c(C)c(OCC(=O)NC3CCN(Cc4ccccc4)CC3)ccc12	-11	-3	-1	2.1	-13	-0.3	-13	-1	4
Cc1ccc(S(=O)(=O)N/N=C/c2cccs2)cc1	-10	1	-1	-1.3	-4	-0.2	-6	-1	1
CCOc1ccc2c(c1)C(N(CCN1CCOCC1)C(=O)Nc1ccc(OC)cc1OC)CC(C)(C)O2 (stereo not drawn)	-17	1	-1	3.9	-1	0.2	1	1	2
COc1cc(C(C)=O)ccc1Oc1ncnc2c1cnn2-c1cccc(Cl)c1	-11	-2	-6	0.3	1	-0.3	-1	-1	-1
CC(CCc1ccccc1)NC(=O)Cc1cccs1 (stereo not drawn)	9	-1	-10	1.9	-2	0.1	11	1	-4
CN(C(=O)COC(=O)c1cn(-c2ccccc2)nc1-c1ccccc1)C1CCS(=O)(=O)C1 (stereo not drawn)	1	0	-1	1.5	2	-0.1	-11	2	3
Cc1ccc(C(=O)Nc2ccc(N3CCN(C(=O)c4ccco4)CC3)cc2)c(Cl)c1	-7	8	-4	3.1	23	0.2	12	2	1
CCc1ccc(N=C2NC(=O)/C(=C/c3ccc(OCC(=O)O)cc3)S2)cc1	-1	39*	13	1.6	-10	-0.2	7	0	8
Cc1ccc(N2CC(C(=O)NCCS(=O)(=O)N3CCN(c4ccccc4)CC3)CC2=O)cc1 (stereo not drawn)	1	2	-2	1.6	4	0.1	-3	4	-2
Cc1cc(C)nc(SCC(=O)NC2=NC(=O)C(C)S2)n1 (stereo not drawn)	11	-2	5	-2.1	-4	0.1	11	-2	4

# These rows are one share of the data. The share of hits here may be higher or lower than overall.
